# High-throughput results from PubChem BioAssay.
# KCNH2 3.1 block = inhibitors of human KCNH2 3.1 potassium channel isoform | AID 720553 | activity change, % (tested at about 1.8 µM) | U2OS KCNH2 3.1, thallium flux FluxOr; active compounds read low | hit rate 0.95% among 340,000;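 active = maximum activity change below -70%; inconclusive = maximum activity change from -70% to -50%; inactive = maximum activity change above -50%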;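 also: thallium influx rate constant from kinetic fluorescence after stimulation buffer; % is scaled to controls: 0 for no effect and ±100 for the full control effect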
#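 FluxOr-based Tl+ influx in U2OS cells transduced with KCNH2 3.1 virus; rate constants normalized to DMSO controls.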
# KCNH2 WT inh = blocks the wildtype human KCNH2 potassium channel; activity change, % at 1.84 µM; U2OS, BacMam KCNH2, thallium flux FluxOr; active compounds read low; Q12809; hit rate 0.37% among 340,000;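 active = maximum activity change below -70%; inconclusive = maximum activity change between -70% and -50%; inactive = maximum activity change above -50%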; also: % is scaled to controls: 0 for no effect and ±100 for the full control effect
#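 U2OS cells transduced with wild-type KCNH2 virus are loaded with FluxOr dye for 45 min, and thallium flux is measured in kinetic reads before and after stimulation buffer. Rate constants are normalized to DMSO controls.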
# Giardia killer = kills Giardia lamblia | hit rate 0.15% among 340,000 | activity change, % at 7.66 µM, hits read low | Giardia lamblia trophozoite viability; in the data active = activity change below about -80%; inconclusive = between about -30% and that limit;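 also: parasites exposed to compound for two days anaerobically before the ATP read; % is scaled to controls: 0 for no effect and ±100 for the full control effect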
#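 Giardia trophozoites, 100 cells per well, were exposed to compounds for 48 hrs at 37 deg C under anaerobic conditions; viability was then read as ATP content by bioluminescence after 15-30 min at room temperature.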
# TRPV1 agonist = agonists of human vanilloid receptor 1 (TRPV1); activation, % at 8.33 µM; TRPV1-expressing cells, Fluo-8 calcium influx, agonist mode; hit rate 0.19% among 320,000; Q8NER1; AID 540275; in the data active = activation above about 80%; inconclusive = between about 30% and that limit; also: 0% is about no effect
#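 TRPV1-expressing cells were cultured overnight at 35.5C and loaded with Fluo-8 calcium dye for 40 to 90 min at room temperature. After a 10 s baseline, compound was added and calcium influx was read kinetically for 3 min (ex 480/em 520 nm).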
# FBPA coupling cs = coupling enzyme interference in Giardia aldolase counter-screen. coupling enzyme system counterscreen, AmpLite Red fluorescence. activity change, negative = inhibition, % at 58.2 µM, hits read low. hit rate 0.67% among 290,000; in the data active = activity change below about -30%; also: % is scaled to controls: 0 for no effect and ±100 for the full control effect
#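 Counterscreen lacking aldolase: glyceraldehyde-3-phosphate coupling-enzyme reagent preincubated 10 min at RT with compound (at 57.5 uM final), then substrate/coupling system with AmpLite Red added; fluorescence read at 525/598 nm after 20 min RT.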
# USP2a inh = USP2a (human) protease inhibition; USP2 core, Ub-CHOP2 coupled fluorogenic reporter, 485/531; hit rate 0.01% among 330,000; AID 463254; Potency, µM (highest dose often 38.3 µM), without a hit: at the highest dose activity change, negative = inhibition, actives largely listed as inhibitors;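 also: potency is read from the fitted curve at half-maximal effect; plate controls were DMSO wells for no effect and full inhibition by NEM control for full effect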
#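 Cell-free coupled assay: 10nM USP2 core preincubated 30min RT with compound in Tris-HCl pH 8.0/CaCl2/CHAPS buffer, then 25nM Ub-CHOP2 and 25nM reporter substrate; fluorescence (Ex 485/Em 531) read after 60min RT, normalized to NEM inhibition, concentration-response curves fitted.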
# B2AR arrestin = beta2AR (human) beta-arrestin recruitment activity | beta-arrestin recruitment to beta2AR, cell-based reporter | Potency, µM (doses to about 46.1 µM), without a hit: top-dose activation, actives largely listed as activators | hit rate 0.02% among 330,000 | P07550;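 also: potency is read from the fitted curve at half-maximal effect; 0% = DMSO controls and full agonism = EC100 isoproterenol or metaproterenol; nearly all actives have a fitted effect of over 65% in size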
# Menin-MLL TR inh = menin-MLL binding inhibition, Texas Red mutant peptide; O00255; Menin + Texas Red MLL mutant peptide, fluorescence polarization; Potency, µM (highest dose often 61.6 µM), inactives show top-dose FP activity change, negative = inhibition, hits mostly inhibitors; hit rate 0.23% among 270,000; active = well fitted inhibition curve with a large enough effect in the polarisation, with a control signal flat, not every such curve was filed as active; inconclusive = small, poorly fitted or top-dose-only effect, or effect the other way, or a change in a side signal; inactive = no such curve, though single readings can be large or run the other way; the % refers to the polarisation; also: potency is read from the fitted curve at half-maximal effect; % of control where 0% means no effect; many of its hits are not listed in these tables
# PKM2 act = increases activity of human pyruvate kinase M2; purified PKM2, Kinase-Glo ATP luminescence, activation; response scale: 0% is enzyme alone, no compound; AID 1631; P14618; hit rate 0.34% among 260,000; Potency, µM (top dose mostly 57.5 µM), without a hit: top-dose activation, hits mostly activators; also: potency is read from the fitted curve at half-maximal effect; % is scaled to controls: 0 for no effect and ±100 for the full control effect; nearly all actives have a fitted effect of over 55% in size
#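 ATP formation by purified human PK-M2, quantified via coupled luciferase luminescence after 1 h at room temperature with 0.1 mM ADP and 0.5 mM PEP final.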
# GALK inhibitor = blocks human galactokinase activity. Potency, µM (doses to about 57.5 µM), inactives show top-dose activity change, negative = inhibition, most hits filed as inhibitors. Purified GALK, Kinase-Glo residual ATP luminescence. P51570. hit rate 0.007% among 270,000. AID 1868; also: potency is read from the fitted curve at half-maximal effect; % is scaled to controls: 0 for no effect and ±100 for the full control effect
#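 Kinase-Glo Plus luminescence measured ATP left after a 1 h room-temperature reaction. The reaction used 5 nM GALK, 100 uM galactose and 35 uM ATP at pH 8.0 (20 mM HEPES, 5 mM MgCl2, 60 mM NaCl, 1 mM DTT, 0.01% BSA).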
# MLL CXXC-DNA inh = MLL CXXC-DNA interaction inhibition | Potency, µM (titrated, usually from 115 µM), inactives show at the highest dose activity change, negative = inhibition, hits mostly inhibitors | hit rate 0.037% among 290,000 | MLL-CXXC / FITC-HOXA9 DNA fluorescence polarization | Q03164; active = well fitted inhibition curve with a large enough effect in the polarisation, with a control signal flat, not every such curve was filed as active; inconclusive = small, poorly fitted or top-dose-only effect, or effect the other way, or a change in a side signal; inactive = no such curve, though single readings can be large or run the other way; the % refers to the polarisation; also: potency is read from the fitted curve at half-maximal effect
#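 Steps: dispense CXXC domain solution (7 uM) → pin compounds or unlabeled HOX-A9 DNA control → 5 min ambient → add FLSN-HOX-A9 solution (50 nM) → spin → 30 min ambient → fluorescence polarization. Tris pH 7.5/NaCl/DTT/BSA buffer.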
# Starred values were filed as active, the others as inactive; ? = inconclusive; . = no result given; ! = a repeat was not active; [ ] = dose if it differs, or a comment. Unless noted, calls follow the shape of the dose curve; as a rule, active = well fitted curve in the direction sought with a large enough effect; inconclusive = small, poorly fitted or top-dose-only effect, or another doubt; inactive = no such curve, though single readings can be large; an effect the other way counts as inactive or inconclusive.
SMILES,KCNH2 3.1 block,KCNH2 WT inh,Giardia killer,TRPV1 agonist,FBPA coupling cs,USP2a inh,B2AR arrestin,Menin-MLL TR inh,PKM2 act,GALK inhibitor,MLL CXXC-DNA inh
O=C(NCCN1CCOCC1)C(=O)NCC1OCCN1C(=O)c1ccc(Cl)cc1 (stereo not given),24,-4,?,-2,1,2%,-1.4%,4%,-3%,.,-1%
CC1CCCC(NC(=O)COC(=O)/C=C/c2ccco2)C1C (stereo not given),-2,13,-7,3,.,-1%,-0.4%,.,.,.,.
O=C(CCNC(=O)c1ccccc1)N=Nc1c(O)[nH]c2ccccc12,.,.,.,3,-1,2%,0.0%,-26%,0%,5%,-2%
CCOC(=O)C1CCCN(C(=O)c2ccc(C)cc2O)C1 (stereo not given),-2,7,13,-8,-2,-3%,-0.2%,0%,-3%,1%,3%
Cc1nc2c(c(=O)c3ccccc3n2C)c(=O)n1C1CCCCCC1,3,-8,-1,20,-3,7%,-0.8%,.,-12%,-1%,-10%
COc1cc(C(=O)Nc2ccc(S(=O)(=O)N3CCc4ccccc43)cc2)cc(OC)c1OC,-13,-7,-4,8,0,-2%,-0.2%,7%,1%,2%,43%[activator]
COc1ccc(S(=O)(=O)N2CCOCC2)cc1NC(=O)COC(=O)CCOc1ccc(C)cc1,-3,10,-9,-7,.,0%,0.0%,.,.,.,.
CC(C)OCCCNC(=O)c1cccs1,-12,-2,3,1,3,1%,0.1%,2%,0%,1%,-3%
CCOc1ccc(C(=O)Nc2cc(C)on2)cc1OCC,1,3,3,0,3,-1%,-0.3%,7%,5%,0%,-3%
O=C(NCCN1CCN(c2ccccc2Cl)CC1)Nc1ccccc1,5,9,25,7,-1,-1%,0.4%,-6%,1%,2%,3%
Cc1cc(C)cc(Nc2ncnc3nc[nH]c23)c1,-7,5,-1,?,0,1%,-1.2%,.,0%,-2%,3%
Cc1n[nH]c(=S)c2nn(-c3cccc(Cl)c3)c(C)c12,.,.,.,2,0,1%,7.0%,-8%,-7%,1%,26%
Oc1ccc(C[C@@H]2CNC(=S)N2CCCCC2CCCCC2)cc1,4,13,-8,5,0,-2%,-0.1%,10%,-4%,-7%,-2%
COC(=O)CCCC(=O)NC1CCCN(C2Cc3ccccc3C2)C1 (stereo not given),5,5,-7,-3,-1,1%,-0.5%,-18%,-5%,4%,-5%
COc1ccc(Br)c(C(=O)Nc2nc3ccccc3[nH]2)c1,-10,-6,12,-4,3,7%,-1.1%,?,.,3%,-3%
CCOC(=O)c1ccc(NC(=O)CSc2nc(=O)n3cccc(C)c3n2)cc1,-10,0,-10,-2,.,-1%,-0.6%,.,.,.,.
COC(=O)[C@H](CCSC)NC(=O)NCc1ccccn1,-1,-5,-7,2,3,0%,-0.2%,4%,3%,3%,3%
N#Cc1c(C(F)(F)F)cc(C2CC2)[nH]c1=O,-7,2,-11,-4,2,3%,0.3%,-5%,-19%,1%,9%
COC(=O)CCC(=O)OC1(C)C(=O)C=C2C=C(C3CC3)N(C3CCCC3)C=C2C1=O (stereo not given),1,-1,4,1,-35*!,0%,-0.8%,-14%[11.7 µM],-5%[11.5 µM],-1%,-4%
O=C(OCN1C(=O)c2ccccc2C1=O)c1cccs1,-10,2,5,0,5,2%,0.3%,5%,-3%,0%,23%
COc1ccc(C(=O)/C=C/Nc2ccc([N+](=O)[O-])cc2C)cc1OC,14,-4,-9,0,1,3%,0.0%,7%,6%,0%,12%
Cn1cccc1C1(C(F)(F)F)NCCNC1=O (stereo not given),8,8,2,1,0,1%,-0.3%,-17%,-4%,-3%,11%
Cc1ccc(NC(=O)/C(=C/c2cccc(Br)c2)NC(=O)c2ccco2)cc1,-15,7,-20,23,5,-1%,-0.6%,1%,2%,1%,1%
CCOC(=O)N1CCN(C(=O)CCc2ccc(S(=O)(=O)NC(C)C)cc2)CC1,0,-1,8,2,0,1%,-0.6%,8%,-4%[11.5 µM],-2%,-10%
COc1cccc(CNC(=O)CCCn2nc(C)c3c(C)n(-c4ccc(C)cc4)nc3c2=O)c1OC,-8,1,11,-2,3,-2%,-0.9%,-13%,-8%[0.46 µM],4%,8%

# Compounds from the list above that contain an NH in an aromatic ring (5):
SMILES,KCNH2 3.1 block,KCNH2 WT inh,Giardia killer,TRPV1 agonist,FBPA coupling cs,USP2a inh,B2AR arrestin,Menin-MLL TR inh,PKM2 act,GALK inhibitor,MLL CXXC-DNA inh
O=C(CCNC(=O)c1ccccc1)N=Nc1c(O)[nH]c2ccccc12,.,.,.,3,-1,2%,0.0%,-26%,0%,5%,-2%
Cc1cc(C)cc(Nc2ncnc3nc[nH]c23)c1,-7,5,-1,?,0,1%,-1.2%,.,0%,-2%,3%
Cc1n[nH]c(=S)c2nn(-c3cccc(Cl)c3)c(C)c12,.,.,.,2,0,1%,7.0%,-8%,-7%,1%,26%
COc1ccc(Br)c(C(=O)Nc2nc3ccccc3[nH]2)c1,-10,-6,12,-4,3,7%,-1.1%,?,.,3%,-3%
N#Cc1c(C(F)(F)F)cc(C2CC2)[nH]c1=O,-7,2,-11,-4,2,3%,0.3%,-5%,-19%,1%,9%

# The listing continues.
SMILES,KCNH2 3.1 block,KCNH2 WT inh,Giardia killer,TRPV1 agonist,FBPA coupling cs,USP2a inh,B2AR arrestin,Menin-MLL TR inh,PKM2 act,GALK inhibitor,MLL CXXC-DNA inh
O=C(N/C(=C/c1ccc(Br)cc1)C(=O)N1CCCCC1)c1ccccc1F,-13,33,15,1,.,-2%,-0.4%,.,-6%,4%,8%
O=C(O)c1ccccc1NCc1ccncc1,-18,7,1,1,0,-1%,0.0%,-25%,-2%,3%,2%
CC(C)N1CCC(=NNc2ccc([N+](=O)[O-])cc2S(=O)(=O)N2CCOCC2)CC1,-11,-10,-9,-2,-3,-1%,0.0%,-3%,3%,8%,-3%
Cc1ccc2oc(-c3cccc(NC(=O)/C=C/c4cccc([N+](=O)[O-])c4)c3C)nc2c1,-29,6,9,-1,3,0%,0.1%,4%,-5%,.,10%
Cc1ccccc1S(=O)(=O)/N=C(/Nc1nc2ccccc2s1)c1ccccc1,-41,-13,-21,.,.,1%,-3.1%,.,.,.,.
CC(=O)c1cccc(NC(=O)N2CCCC2C(=O)NCc2ccc(F)cc2)c1 (stereo not given),-7,5,3,4,2,-1%,-0.3%,-8%,-5%,3%,-4%
CC(=O)N1CCN(C(=O)c2cc3ccccc3o2)CC1,-20,2,-15,0,1,-1%,-0.2%,8%,-5%,-1%,12%
CC(C)n1ncc(C(N)=O)c1N,-4,-4,-6,5,3,-2%,0.1%,11%,1%,1%,-3%
CCN(CCN(C)C)C(=O)c1ccc2c(c1NCCO)C(=O)c1ccccc1C2=O,14,-3,1,14,-37*,-13%,0.1%,?,-36%,1%,?
CC(Sc1ncnc2ccccc12)C(=O)Nc1ccc2c(c1)OCO2 (stereo not given),1,-4,20,2,0,-1%,-0.3%,15%,13%,-4%,2%
Cn1ccc(=Nc2ccc(NC(=O)c3ccc(N=c4ccn(C)c5ccc([N+](=O)[O-])cc45)cc3)cc2)cc1,-12,8,3,4,1,?,-0.4%,-28%,10%,4%,?
CCCC(NC(=O)COc1cc2c(c3oc(=O)cc(C)c13)CCC(C)(C)O2)C(=O)O (stereo not given),-14,-10,10,3,7,2%,-0.1%,0%,.,0%,-2%
COCC(=O)NC1CCN(C(=O)Nc2ccc(Br)cc2)CC1,14,10,-2,-3,2,-9%,0.0%,35%[activator],-11%,0%,-2%
CCc1nnc(NC(=O)CSc2nnc(-c3ccco3)n2C)s1,5,6,14,-1,3,2%,0.4%,8%,-1%,8%,3%
NC(=O)C1CCN(C(=O)COc2ccc3ccc(=O)oc3c2)CC1,-4,13,-18,-1,2,1%,-0.6%,1%,3%,.,4%
CSCCC(NC(=O)c1ccc(Cl)cc1Cl)C(=O)OC1CCCCC1=O (stereo not given),-13,-1,14,-1,.,-1%,0.0%,.,.,.,.
COc1cc(C(=O)Nc2cc(OC)c(OC)c(OC)c2)ccc1OCc1c(C)noc1C,5,13,-8,.,.,1%,-0.4%,.,.,.,.
Cc1cnn(CCC(=O)NNC(=S)Nc2ccc(F)cc2)c1,43,-11,11,0,.,1%,-0.1%,18%,5%,-1%,-9%
O=[N+]([O-])c1ccc(N2CCCCC2)cn1,7,.,5,4,-4,2%,-0.5%,-15%,-5%,-1%,1%

# This is a subset; rates above refer to the full screens.
